Source: PubChem
NOD2 inhibition: inhibition of NOD2-driven NF-kB reporter – cell-based, luminescence, uHTS, HEK293 (AID 1566). HEK293 NOD2/NF-kB luciferase reporter, luminescence; higher % means a stronger effect. one-dose inhibition, % at 4 µM; EC50 in µM for titrated hits. 290,000 tested, 0.63% active; in the data active = inhibition above about 50%; also: many of its hits are not listed in these tables
Dynein transport: dynein cargo transport inhibition; 3617.4 mouse cells, GR-EGFP nuclear translocation imaging; test concentration mostly 20 µM; stimulated with dexamethasone, 1 µM; active compounds read low; z-score, hits read low; 220,000 tested, 0.47% active;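 active = plate z-score of nuclear minus cytoplasmic receptor signal below a set negative limit, without overly bright fluorescence or cell loss, cut at about -3.5 in these data, passing the limit was not always enough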;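 also: z-score of nuclear minus cytoplasmic ring GR-EGFP intensity difference per well; some compounds called inactive have numbers as strong as hits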
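Also added: dexamethasone, 1.0 µM final. Medium: tet-free, stripped-serum medium. Detection: fixed, Hoechst-stained cells imaged at 10x for EGFP. Read-out: nuclear-to-cytoplasmic GR-EGFP distribution per well. Times: induction 48 h, compound 1 h, agonist 30 min.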
Ins promoter up: MIN6 insulin promoter up-regulation; MIN6 insulin promoter-GFP reporter, high-content imaging; active compounds read high; z-score at 5 µM; 190,000 tested, 0.3% active;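 active = z-score above 3 at 5 µM with at least 500 cells counted in the well; inconclusive = wells under 500 cells, flagged as cytotoxic or low count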
WT yeast gro inh: growth inhibition of WT yeast, mitochondrial fusion screen. inhibition, % at 10 µM. mitochondrial fusion phenotypic screen, WT strain. 190,000 tested, 2.1% active; in the data active = inhibition above about 58%; tested in S. cerevisiae
MT stabilizer: microtubule stabilizers in HeLa cells; HeLa tubulin immunostaining HCS, 24 h; share of cells brighter than vehicle mean+2SD; % tubulin-high responders, % at 10 µM; 200,000 tested, 0.83% active;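 active = plate Z-score above 3 for both tubulin-high and condensed-nucleus cell shares, with cell loss under 80%, at 10 µM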;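 also: anti alpha tubulin signal scored within the nucleus-defined area of each cell; some results filed as inactive read as strong as hits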
Autophagy mod: autophagy modulation, high-content screen. MEF GFP-LC3 puncta imaging; test concentration mostly 10 µM. calls only at 10 µM (by protocol). AID 463193. 190,000 tested, 0.98% active;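 active = percentage of spot-positive cells more than 3 SD above its plate mean, without a fluorescence outlier flag or 80% toxicity; inconclusive = no clear call, values can overlap the other calls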;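 also: spot-positive cell cutoff set from DMSO-treated cells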
bCat nuc transl: beta-catenin nuclear translocation modulation; nuclear translocation activity, % at 5 µM; 190,000 tested, 0.3% active; HeLa beta-catenin nuclear translocation, immunofluorescence imaging;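 active = nuclear translocation activity above 50% at 5 µM, with a well cell count of 50 or more; inconclusive = wells under 50 cells across six images, flagged as toxic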;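 also: per-cell ratio of nuclear to cytoplasmic median beta-catenin stain intensity; plate controls were DMSO negative control for no effect and GSK-3 inhibitor IX positive control for full effect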
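Test system: human HeLa cells, endogenous beta-catenin. Times: 24 h compound exposure, 37°C. Measured by: beta-catenin immunofluorescence imaging with DAPI.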
Yfh1-off respiration: mitochondrial function rescue without frataxin homolog – Friedreich's ataxia, plus single-dose screen, dose response (AID 1465). S. cerevisiae Yfh1-off respiration, WST-1 reduction, 72 h; higher fold induction means a stronger effect. fold induction at 50 µM; hits with a dose series show EC50 in µM. 220,000 tested, 0.074% active;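 active = fold induction of absorbance versus untreated yeast above a set limit, then at least 30% activation at any dose in follow-up; inconclusive = repeats straddling the limit, or above it without dose testing; inactive = fold induction below the set limit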;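 also: activators that raise dye reduction in frataxin-depleted yeast; strong numbers were not always called active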
Hep lipid drop: modulators of hepatic lipid droplet formation; AML12 mouse hepatocytes, oleate lipid droplets, BODIPY imaging; inhibition, % at 6.5 µM; 240,000 tested, 0.4% active; AID 1656;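 active = lipid droplet intensity inhibited by at least 50%, with more than 500 cells counted; inconclusive = wells with under 300 cells, treated as cytotoxic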
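Assay system: AML12 mouse liver cells | Compound dosing: One dose, 6.5 µM compound | Read-out basis: Droplet intensity reduction, % inhibition | Measured by: Fluorescence imaging, 20x objective, two fields per well | Schedule: Overnight treatment with compound plus oleate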
WT yeast gro inh mutant strain: further read-out of WT yeast gro inh, marked with its call; inhibition, %; mitochondrial fusion phenotypic screen, mutant strain inhibition
Dynein transport cytoplasmic EGFP: further read-out of Dynein transport, marked with its call; z-score; measured here: cytoplasmic GR-EGFP intensity; active compounds read high
Dynein transport nuclear GR-EGFP: recorded beside Dynein transport, whose call it bears; z-score; measured here: nuclear GR-EGFP intensity;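 lower value marks the stronger effect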
Dynein transport cell count: recorded beside Dynein transport, whose call it bears; z-score; measured here: cell count per field
Ins promoter up cell count: further read-out of Ins promoter up, marked with its call; cell count; measured here: cytotoxicity, nuclei count;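 total cells summed across four imaged fields per well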
Hep lipid drop cells 6.5 µM: second read-out of Hep lipid drop, no call of its own (marks repeat the call); cell count; measured here: cell count, cytotoxicity flag;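 cells counted across two imaged fields per well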
bCat nuc transl cell count 5 µM: second read-out of bCat nuc transl, no call of its own (marks repeat the call); cell count; measured here: cell count, cytotoxicity flag
MT stabilizer Hoechst-high %: further read-out of MT stabilizer, marked with its call; % Hoechst-high responders; measured here: nuclear condensation Hoechst responders;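 share of cells brighter than vehicle mean plus two SD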
MT stabilizer cytotoxicity %: also measured in MT stabilizer; calls as there; toxicity, %; measured here: cytotoxicity by cell density;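 0% = mean cell density of plate MIN control wells and 100% = no cells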
Autophagy mod cell loss 18 h: further read-out of Autophagy mod, marked with its call; toxicity, %; measured here: cell loss, nuclei count;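 cell loss after 18 h compound exposure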
* = called active by the depositor; i = inactive; ? = inconclusive; . = no result given; + = active, no number. Not all compounds are listed; the hit share may differ from the screen's.

SMILES	NOD2 inhibition	Dynein transport	Dynein transport cytoplasmic EGFP	Dynein transport nuclear GR-EGFP	Dynein transport cell count	Ins promoter up	Ins promoter up cell count	WT yeast gro inh	WT yeast gro inh mutant strain	MT stabilizer	MT stabilizer Hoechst-high %	MT stabilizer cytotoxicity %	Autophagy mod	Autophagy mod cell loss 18 h	bCat nuc transl	bCat nuc transl cell count 5 µM	Yfh1-off respiration	Hep lipid drop	Hep lipid drop cells 6.5 µM
COCCOC(=O)C1=C(C)NC(C)=C(C(=O)OC(C)C)C1c1cccc([N+](=O)[O-])c1 (stereo not drawn)	-7%	-0.062	-0.28	0.44	0.62	.	.	11	-6	3.6	2.5	2.1	i	19	.	.	i	?	.
CC(C)COP(=O)(c1ccc(N(C)C)cc1)C(O)c1ccncc1 (stereo not drawn)	-3%	-0.98	1.2	-0.19	0.16	-0.44	1108	.	.	2.5	2.4	8.5	i	0	-3.3	903	i	.	.
CCCC(=O)n1nc(-c2ccc(C)cc2)nc1NCc1ccco1	-43%	0.77	-0.29	0.15	0.28	1.9	1502	17	11	2.4	2.8	1.9	i	-12	1.7	971	i	8	681
COc1ccc(NC(=O)NNc2cc(N3CCOCC3)nc(N3CCOCC3)n2)cc1	14%	-0.35	-0.36	-0.16	0.34	0.11	1382	-12	9	3.3	2.3	10	i	1	-1.8	1112	i	2	689
O=C(Nc1ccccc1C(=O)N/N=C/c1ccco1)c1ccc(Cl)cc1	8%	0.55	-0.21	0.58	-0.26	-0.48	1473	44	40	3.7	2.2	2.8	i	0	-1.0	1066	i	-55	646
COc1cccc(NC(=O)c2ccc(C(=O)c3ccccc3)o2)c1	-50%	-0.75	-0.24	-0.18	0.97	0.24	1592	4	6	3.0	2.1	3.2	i	-16	-3.3	1103	i	14	680
O=C(NCc1ccco1)c1cc(-c2ccncc2)nc2ccccc12	10%	0.45	-0.37	0.046	0.41	-0.21	1231	5	10	4.7	1.3	7.3	i	4	-6.1	912	i	.	.
CC(=O)CSc1nc2cc3c(cc2cc1C#N)OCCO3	-110%	-0.3	-0.2	-0.037	0.79	0.18	1251	-1	-5	2.2	1.1	7.5	i	9	-2.1	1025	i	-10	764
CN(C)S(=O)(=O)c1cccc(NC(=S)NCCc2ccccn2)c1	7%	-0.53	-0.33	0.0056	0.72	0.77	1251	-9	12	3.9	1.7	10	i	26	-3.6	1104	i	6	662
CCN(CC)C(=O)c1cn(CCC#N)nc1-c1ccc2c(c1)OCCO2	-1%	1.2	-0.14	0.77	-1.4	.	.	1	9	2.1	2.0	8.6	i	3	-0.9	1091	i	9	717
COc1ccc(CCNC(=O)c2cc(S(=O)(=O)N3CCC4(CC3)OCCO4)ccc2F)cc1OC	10%	-0.16	-0.31	0.015	0.14	-0.59	1153	0	-20	4.4	1.8	7.7	i	15	-0.3	1058	i	-8	710
CSCCC(NC(=O)OC(C)(C)C)C(=O)Oc1ccc2c(=O)c(-c3ccc4c(c3)OCCO4)coc2c1 (stereo not drawn)	-186%	-1.2	-0.013	-0.55	0.11	-0.21	1613	-30	2	1.6	1.3	1.8	i	5	-0.4	1320	i	.	.
O=C(OCC(=O)N1CCCc2ccccc21)c1ccc(Cl)nc1	14%	-0.27	-0.034	-0.4	0.23	0.95	1604	15	5	2.7	2.3	12	i	0	-1.6	1076	i	-4	697
Cc1ccc(N2CC(=O)N(NC(=O)Nc3ccc(Cl)c(Cl)c3)CC2=O)cc1	4%	-0.17	-0.29	0.34	0.16	-0.09	1066	.	.	.	.	.	.	.	-0.5	1361	i	-1	713
CCN(CCCNC(=O)CC(C(=O)N1CCc2ccccc21)n1ccnc1)c1cccc(C)c1 (stereo not drawn)	-1%	0.15	-0.25	0.25	-0.35	-0.07	933	-3	-13	3.9	2.0	3.5	i	8	1.6	837	i	.	.
CCn1c(SCC(=O)NCc2cccs2)nc2c1c(=O)n(C)c(=O)n2C	2%	0.6	-0.2	0.6	0.034	0.47	1191	20	13	3.0	1.8	6.5	i	16	-1.9	831	i	.	.
CCC1(C)NC(=O)N(CC(=O)Nc2sc3c(c2C(=O)OC)CCCCC3)C1=O (stereo not drawn)	12%	0.56	-0.11	0.56	-0.79	-0.35	1471	-10	-20	1.6	2.9	7.7	i	3	-3.4	1185	i	4	679
CCOc1ccc(CNC(=S)N/N=C\c2ccc([N+](=O)[O-])cc2)cc1	-66%	0.048	-0.23	-0.12	-0.37	-0.37	1717	16	12	4.0	2.4	7.9	i	-30	0.6	979	i	2	683
C=CCn1c2ccccc2c2nnc(SC(CC)C(=O)Nc3sc4c(c3C#N)CCCC4)nc21 (stereo not drawn)	18%	-0.29	-0.13	0.23	0.47	0.39	871	15	3	4.1	2.5	3.5	i	32	1.2	1159	i	8	765
O=[N+]([O-])c1cc(C(F)(F)F)ccc1NN=C1CCCC1	-2%	0.62	-0.21	0.41	-0.24	0.03	1399	11	17	2.6	2.9	7.7	i	23	-1.7	986	i	2	631
O=C(Nc1ccc(F)cc1)C(c1ccccc1)N1CCN(C(=O)c2ccco2)CC1 (stereo not drawn)	11%	-0.15	-0.2	0.038	0.22	0.36	735	6	9	1.7	1.5	7.7	i	-11	.	.	i	6	771
CC1CC(C)(C)CC2(C1)NC(=O)N(CC(=O)NC1CCCc3ccccc31)C2=O (stereo not drawn)	6%	0.18	-0.067	-0.17	0.4	0.85	1270	13	-15	2.7	1.6	4.5	i	9	.	.	i	.	.
Cn1c(C(O)c2ccc(Br)cc2)nc(Cl)c1Cl (stereo not drawn)	8%	-0.5	-0.2	-0.21	0.12	0.18	1088	.	.	.	.	.	.	.	0.4	1326	i	-13	727
Cc1cc(C)nc(-n2nc(C)cc2NC(=O)c2cccc(S(=O)(=O)N3CCCCC3)c2)n1	12%	0.28	-0.47	0.092	-0.013	-1.1	1136	3	10	4.1	2.9	4.9	i	3	-4.8	926	i	.	.
Nc1nc(COc2ccc(Cl)cc2)cs1	-36%	-0.3	-0.36	0.27	-0.14	0.07	1265	2	32	4.3	3.9	6.3	i	-6	-1.8	1129	i	22	700
COc1ccc(NC(=O)c2ccco2)c(OC)c1	-16%	-0.39	-0.19	-0.2	0.38	0.01	1315	.	.	1.2	1.1	6.2	i	-1	-4.1	884	i	.	.
CN(C)CCCN1C(=O)c2oc3ccc(Cl)cc3c(=O)c2C1c1cccnc1 (stereo not drawn)	-8%	0.16	-0.16	0.24	-0.51	.	.	3	-2	1.3	2.9	7.6	.	.	2.0	1050	i	-10	430
O=C(O)CCc1c(C(=O)O)[nH]c2ccccc12	-17%	0.034	-0.22	0.86	0.56	-0.42	1326	-9	5	1.6	2.7	10.0	i	4	-1.2	824	i	.	.
CC(C)c1ccccc1NC(=O)COC(=O)C1(C)CC1(Cl)Cl (stereo not drawn)	0%	0.069	-0.18	0.056	-0.064	0.64	1205	16	-9	2.6	1.5	6.8	i	2	-3.8	1108	i	-4	705
Cc1c(/C=N\NC(=O)c2cc3ccccc3o2)c2ccccc2n1C	-5%	-0.14	-0.28	-0.24	0.5	0.07	789	28	21	39*	21*	75*	+	41*	30	663	i	-86	410

3 of the entries above in order of their number in MT stabilizer Hoechst-high %, ascending.
Compound,NOD2 inhibition,Dynein transport,Dynein transport cytoplasmic EGFP,Dynein transport nuclear GR-EGFP,Dynein transport cell count,WT yeast gro inh mutant strain,MT stabilizer Hoechst-high %
COc1ccc(NC(=O)c2ccco2)c(OC)c1,-16%,-0.39,-0.19,-0.2,0.38,.,1.1
CC(C)COP(=O)(c1ccc(N(C)C)cc1)C(O)c1ccncc1 (stereo not drawn),-3%,-0.98,1.2,-0.19,0.16,.,2.4
CCCC(=O)n1nc(-c2ccc(C)cc2)nc1NCc1ccco1,-43%,0.77,-0.29,0.15,0.28,11,2.8

Returning to the listing with the 2 entries that preceded the break.
SMILES	NOD2 inhibition	Dynein transport	Dynein transport cytoplasmic EGFP	Dynein transport nuclear GR-EGFP	Dynein transport cell count	Ins promoter up	Ins promoter up cell count	WT yeast gro inh	WT yeast gro inh mutant strain	MT stabilizer	MT stabilizer Hoechst-high %	MT stabilizer cytotoxicity %	Autophagy mod	Autophagy mod cell loss 18 h	bCat nuc transl	bCat nuc transl cell count 5 µM	Yfh1-off respiration	Hep lipid drop	Hep lipid drop cells 6.5 µM
CC(C)c1ccccc1NC(=O)COC(=O)C1(C)CC1(Cl)Cl (stereo not drawn)	0%	0.069	-0.18	0.056	-0.064	0.64	1205	16	-9	2.6	1.5	6.8	i	2	-3.8	1108	i	-4	705
Cc1c(/C=N\NC(=O)c2cc3ccccc3o2)c2ccccc2n1C	-5%	-0.14	-0.28	-0.24	0.5	0.07	789	28	21	39*	21*	75*	+	41*	30	663	i	-86	410
CCOC(=O)CCn1cnc2ccc([N+](=O)[O-])cc2c1=O	-10%	-0.78	-0.3	-0.26	1.1	0.13	1564	5	-18	3.3	1.2	9.1	i	-13	-1.6	997	i	9	700
N#CC(c1ccc(Cl)nn1)c1ccc(Cl)cc1Cl (stereo not drawn)	-11%	-0.83	-0.21	-0.29	1.4	-0.05	922	-40	-25	2.5	1.4	10	i	-9	-0.9	1160	i	1	754
Cc1nc2c(c(=O)n1CCC(C)C)c1nc3ccccc3nc1n2Cc1ccc2c(c1)OCO2	4%	.	.	.	.	-0.92	1050	.	.	.	.	.	.	.	-4.7	920	i	.	.
Nc1cc(=O)[nH]c(N2CCN(c3ccccc3)CC2)n1	8%	1.5	-0.33	0.46	-1.8	-0.44	1274	2	17	5.5	1.4	8.6	+	-6.1*	-2.0	1325	i	11	726
